# PglD DTNB: PglD (C. jejuni) enzyme inhibition; purified PglD enzyme, DTNB colorimetric CoA detection; inhibition, % at 12.5 µM; 360,000 tested, 0.098% active; in the data active = inhibition above about 16%, passing the limit was not always enough; inconclusive = no clear call, values can overlap the other calls; also: strong numbers were not always called active
# miR-122 sensor: inhibitors of miR-122 in Huh7 cells. activation (reporter increase), % at 12.5 µM. Huh7 miR-122 Renilla luciferase sensor, 48 h; neutral wells = 0, positive control = 100. 340,000 tested, 0.3% active. AID 602342;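 active = mean replicate activation score at least 90 and every replicate individually at or above 90; inconclusive = only one of the two criteria met; inactive = neither criterion met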;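 also: higher luciferase means less miR-122 activity so hits act as miR-122 inhibitors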
# Cneo AK release: causes C. neoformans cell lysis; 360,000 tested, 0.2% active; lysis activity, % at 15 µM; adenylate kinase release luminescence, 4 h; normalised: neutral wells 0, clomiphene wells 100;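 active = mean lysis activity across replicates of at least 80%, whatever share of replicates individually reach that level; inactive = mean lysis activity below 80%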
#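 Assay system: log-phase C. neoformans yeast / Quantity: yeast cell density of 5 × 10^6 cells/mL / Medium: fresh YPD growth medium / Compound: single dose / Timing: static 4 h at 37 °C with compound, 1 h detection / Measured by: adenylate kinase release luminescence / Read-out: lysis from increased AK signal / Benchmarks: Clomiphene as positive lysis control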
# FN deposition inh: fibronectin deposition inhibition. inhibition, % at 12.6 µM. AH1F fibroblasts, Alexa488-fibronectin deposition fluorescence, overnight. 350,000 tested, 0.086% active;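 active = mean inhibition across replicates of 30% or more, regardless of how many single replicates reach that level; inconclusive = mean under 30% yet at least half of replicates reach 30%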;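 also: positive control wells lacked labelled fibronectin entirely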
#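 Assay system: AH1F fibroblasts assembling fluorescent fibronectin matrix; Amount: 10000 AH1F cells per well; Buffer or medium: DMEM, 2% serum; Probe or stimulus: Alexa488-fibronectin, 24 nM final in well; Doses: single compound dose, delivered by pin transfer; Incubation: 1 h adhesion, overnight exposure; Measured by: fluorescence 485/525 nm; Read-out: fibronectin deposition inhibition.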
# CFTR F508del cor: correctors of CFTR F508del function in bronchial epithelial cells; CFBE cells, YFP halide quenching; stimulated with forskolin plus potentiator P3; % fluorescence drop versus neutral controls; activity (quench increase), % at 7.58 µM; 350,000 tested, 0.36% active;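 active = mean added fluorescence quench of at least 8% versus neutral control, with both replicates also reaching 8%; inconclusive = only one of the mean or replicate conditions met; inactive = mean below 8% and not both replicates reaching 8%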;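 also: cells transiently co-express mutant CFTR-F508del with the halide-sensitive YFP; corrector assay measuring rescue of mutant channel to the surface after 24 h compound exposure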
# PGC1a acetyl inh: lowers PGC1a acetylation signal in U2OS cells; AlphaScreen anti-acetyl-lysine; with virally co-expressed GCN5 acetyltransferase; inhibition, % at 15.6 µM; 350,000 tested, 0.17% active; AID 651687;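 active = every replicate shows inhibition of at least 40%; inconclusive = mean inhibition at least 40% but some replicate below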;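 also: 0% = neutral control wells and 100% = positive control wells; some results beyond the cut were filed as inactive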
# Statin myotox sup: suppressors of simvastatin-induced myotoxicity in C2C12 myotubes. 330,000 tested, 0.78% active. ATP luminescence, 48 h; scaled: DMSO 0, geranylgeraniol control 100. AID 602340. rescue of ATP level, % at 7.49 µM;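 active = mean ATP rescue above about 67%, or every replicate alone reaching that limit, limit read from the data, passing the limit was not always enough; inconclusive = no clear call, values can overlap the other calls; inactive = mean under the limit and some replicate under it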;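 also: myotubes were challenged with 10 µM simvastatin during compound exposure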
# GSIS activator: GLuc luminescence reporter in INS-1E cells, primary screen for activators of glucose-dependent secretion of insulin. INS-1E GLuc reporter insulin secretion, 2-3 h. activation, % at 16.6 µM. 370,000 tested, 0.61% active. AID 743287;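 active = lowest replicate activation of at least 40%, so every replicate reaches that level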;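 also: 0% = median of neutral control wells and 100% = median of IBMX positive control wells; some compounds called inactive have numbers as strong as hits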
# An asterisk follows results filed as active; u = inconclusive; x = not tested or not shown; [ ] = remark or other dose.
smiles	PglD DTNB	miR-122 sensor	Cneo AK release	FN deposition inh	CFTR F508del cor	PGC1a acetyl inh	Statin myotox sup	GSIS activator
Cc1[nH]c2ccc3c(ncn3CCC#N)c2c1C	-1	0	5	x	x	10	4	x
CCOC(=O)N1CCc2c(sc(NC(=O)c3ccc(S(=O)(=O)N4CCCC4)cc3)c2C#N)C1	7	-1	0	1	2.0	17	-4	x
O=C(CSc1ccc(Cl)cc1)Nc1ccc(C2SCCS2)cc1	x	x	x	-5	-1.2	x	3	-12
CO[C@H]1CN(C)C(=O)c2cc(NC(=O)Nc3c(C)noc3C)ccc2OC[C@@H](C)N(C)C[C@H]1C	2	x	1	-1	-1.2	-13	-5	-1
COc1ccc(-c2c(C)c3ccc(O)cc3oc2=O)cc1OC	-3	-2	2	2	0.1	-10	-12	3
COc1cc(-c2cc(NC=O)c3ncc(-c4ccccc4)n3c2)cc(OC)c1OC	-4	x	10	-4	-1.8	x	-12	-1
Cc1nc(SCC(=O)N2CCCCC2)c2c(C)c(C)sc2n1	x	-4	x	2	0.1	16	-4	-21
O=C(Nc1ccc(N2CCOCC2)c(S(=O)(=O)Nc2ccc(Cl)cc2)c1)c1ccc(=O)[nH]n1	-3	0	1	-1	-3.2	-7	-3	-9
COc1cc(/C=C2/CC/C(=C/c3ccc(O)c(OC)c3)C2=O)ccc1O	x	x	x	7	2.9	18	x	-8
Cc1cc(C)nc(SCC(=O)c2ccc(Cl)cc2)n1	-4	-4	3	4	-1.5	2	1	2
Cc1ccc(NC(=O)CSc2nnc(C)n2-c2ccccc2)cc1	1	5	-1	x	x	-7	x	-2
CN(C)C(=O)c1ccc(-c2ccc(C3[C@H]4CNC[C@@H]3N4S(=O)(=O)c3ccccc3)cc2)cc1 (stereo partly drawn)	x	x	x	-1	-0.7	0	x	-22

# Among those listed so far, 3 contain a Cl atom.
smiles	PglD DTNB	miR-122 sensor	Cneo AK release	FN deposition inh	CFTR F508del cor	PGC1a acetyl inh	Statin myotox sup	GSIS activator
O=C(CSc1ccc(Cl)cc1)Nc1ccc(C2SCCS2)cc1	x	x	x	-5	-1.2	x	3	-12
O=C(Nc1ccc(N2CCOCC2)c(S(=O)(=O)Nc2ccc(Cl)cc2)c1)c1ccc(=O)[nH]n1	-3	0	1	-1	-3.2	-7	-3	-9
Cc1cc(C)nc(SCC(=O)c2ccc(Cl)cc2)n1	-4	-4	3	4	-1.5	2	1	2

# Going on with the list.
smiles	PglD DTNB	miR-122 sensor	Cneo AK release	FN deposition inh	CFTR F508del cor	PGC1a acetyl inh	Statin myotox sup	GSIS activator
Cc1cc(C)cc(N(C(C)C(=O)N2CCCC2)S(C)(=O)=O)c1 (stereo not drawn)	75*	-4	3	4	-2.7	-23	-1	9
COc1ccc(C(=S)N2CCN(S(=O)(=O)c3ccccc3)CC2)cc1	2	0	-1	-1	-1.9	-2	2	x
COc1cccc(NC(=O)N[C@@H]2CC[C@@H](CC(=O)NCc3ccncn3)O[C@@H]2CO)c1	2	3[16.7 µM]	3	10	1.7	0	14	13
Cc1cc(SCC(=O)NC2CCCC2)nc2ccccc12	-1	-3	1	-5	-1.1	2	64	10
O=C(COC(=O)Cc1ccsc1)NCC1CCCCC1	1	-10	-1	10	x	6	x	x
Cc1nc2ccc(NS(=O)(=O)c3ccc4c(c3)OCCO4)cc2s1	-3	48	9	x	x	7	-16	x
O=C(NC[C@@H]1N[C@@H](CO)[C@H]1c1ccc(C2=CCCCC2)cc1)c1cccc(F)c1	0	-17[16.7 µM]	1	-4	3.2	9	-94	-25
COc1cc(OC)c(C(=O)OCC(=O)c2ccc3c(c2)NC(=O)CO3)cc1OC	-1	-8	-1	6	0.2	6	-2	-3
COc1ccc(OC)c(NC(=O)CSc2nnc(-c3ccco3)o2)c1	0	-1	0	-5	3.2	3	-2	-3
C[C@@H]1CN([C@@H](C)CO)C(=O)c2cc(/C=C/c3ccccc3)cnc2O[C@H]1CN(C)C(=O)c1cccnc1	0	0[16.7 µM]	1	x	-2.0	2	2	-13
Cc1cccc(N(C(=O)c2nsc(Cl)c2Cl)C(C(=O)NC2CCCC2)c2ccc(O)cc2)c1 (stereo not drawn)	-1	-6	1	-1	x	1	19	-23
CCc1ccc(S(=O)(=O)NCc2cccnc2)cc1	-1	23	2	-10	1.4	0	11	8

# (continued)
smiles	PglD DTNB	miR-122 sensor	Cneo AK release	FN deposition inh	CFTR F508del cor	PGC1a acetyl inh	Statin myotox sup	GSIS activator
O=C(C[C@@H]1C=C[C@H](NC(=O)c2ccccc2)[C@@H](CO)O1)NCCc1ccncc1	-1	x	-2	10	0.1	-21	4	5
COc1ccc(NC(=O)N[C@H]2CC[C@H](CCn3cc(C4(O)CCCC4)nn3)O[C@@H]2CO)cc1	-3	x	-2	-9	2.1	-6	7	2
COc1cccc2c(=O)c3cccc(N)c3[nH]c12	1	-3	6	2	x	-6	x	-2
COC(CNS(=O)(=O)c1cc2c3c(c1)CCN3C(=O)CC2)OC	-1	-12	0	-1	3.2	6	-6	26
COc1ccc(C#Cc2cnc3c(c2)C(=O)N([C@@H](C)CO)C[C@@H](C)[C@@H](CN(C)C(=O)Nc2cccc(OC)c2)O3)cc1	x	-15[16.7 µM]	x	-5	4.3	-12	u	-9
CCCN(C)C[C@@H]1Oc2cc(C#CCC3CCCC3)ccc2S(=O)(=O)N([C@@H](C)CO)C[C@@H]1C	x	-8[16.7 µM]	x	26	-1.8	-9	0	13
CC=Cc1ccc2n(c1=O)C[C@H]1[C@H](CO)[C@@H](C(=O)NCCc3cn(C)cn3)[C@@H]2N1C(=O)CC (mixture of isomers)	3	x	0	x	x	x	-14	19
c1ccc(NC2=NCCN2CC2CCC2)cc1	2	2	-1	-8	-0.5	2	2	16
C[C@@H]1CN([C@@H](C)CO)C(=O)c2cccc(NS(=O)(=O)c3cccs3)c2O[C@H]1CN(C)Cc1ccccc1	1	12[16.7 µM]	-6	x	1.1	7	-3	22

# As entered above:
# C[C@@H]1CN([C@@H](C)CO)C(=O)c2cccc(NS(=O)(=O)c3cccs3)c2O[C@H]1CN(C)Cc1ccccc1 in CFTR F508del cor → 1.1
# CCCN(C)C[C@@H]1Oc2cc(C#CCC3CCCC3)ccc2S(=O)(=O)N([C@@H](C)CO)C[C@@H]1C in miR-122 sensor → -8[16.7 µM]
# COc1ccc(C#Cc2cnc3c(c2)C(=O)N([C@@H](C)CO)C[C@@H](C)[C@@H](CN(C)C(=O)Nc2cccc(OC)c2)O3)cc1 in FN deposition inh → -5
# CC=Cc1ccc2n(c1=O)C[C@H]1[C@H](CO)[C@@H](C(=O)NCCc3cn(C)cn3)[C@@H]2N1C(=O)CC (mixture of isomers) in GSIS activator → 19
# COC(CNS(=O)(=O)c1cc2c3c(c1)CCN3C(=O)CC2)OC in Cneo AK release → 0
